Mtb BioA inh – M. tuberculosis BioA enzyme inhibitors, primary screen, biochemical, plate reader, single point, HTS | inhibition, % at 9.99 µM | purified M. tuberculosis BioA enzyme | AID 602481, 2012 | 7,8-diaminopelargonic acid synthase BioA (Mycobacterium tuberculosis) | 0.096% of 360,000 active; in the data active = inhibition above about 40%
Starred values were filed as active, the others as inactive.

nr	SMILES	Mtb BioA inh
1	COc1ccc([Si](C)(C)[C@@H]2[C@@H](CCO)O[C@]3(C(=O)N4c5c(cc(OC)cc53)C(C)=CC4(C)C)[C@H]2C)cc1	-2.6
2	CCCN1[C@H](C(=O)OC)[C@@H](CO)[C@@H]2Cn3c(ccc(-c4cccc(OC)c4)c3=O)[C@@H]21	0.5
3	C[C@@H](O)C#Cc1cnc2c(c1)C(=O)N([C@@H](C)CO)C[C@H](C)[C@H](CN(C)C(=O)Cc1ccccn1)O2	-2.0
4	C[C@H]1CCCCO[C@H](CN(C)C(=O)CCCN(C)C)[C@@H](C)CN([C@@H](C)CO)C(=O)c2cc(NC(=O)c3ccccc3)ccc2O1	-0.4
5	C[C@@H]1CN([C@@H](C)CO)C(=O)c2cc(NC(=O)Nc3cccc4ccccc34)ccc2O[C@@H]1CN(C)Cc1ccccc1	-1.6
6	C[C@H]1CCCCO[C@H](CN(C)S(=O)(=O)c2ccc(F)cc2)[C@@H](C)CN([C@@H](C)CO)C(=O)c2cc(NC(=O)c3ccccc3)ccc2O1	-2.3
7	COCCNC(=O)C[C@@H]1C[C@H]2c3cc(NC(=O)COC)ccc3O[C@H]2[C@@H](CO)O1	0.3
8	O=C(NC[C@@H]1[C@H](c2ccccc2)[C@H](CO)N1C(=O)C1CCC1)NC1CCCC1	-4.3
9	O=C(NC[C@H]1[C@H](c2ccccc2)[C@H](CO)N1CC1CCCC1)C1CC1	3.5
10	CC(C)(O)C#Cc1ccc([C@H]2[C@@H](CO)N3CCCCN(S(C)(=O)=O)C[C@H]23)cc1	2.9
11	C[C@H]1CN([C@@H](C)CO)C(=O)Cc2cc(NS(=O)(=O)c3ccc(Cl)cc3)ccc2O[C@@H]1CN(C)C(=O)NC1CCCCC1	1.8
12	C[C@H](CO)N1C[C@H](C)[C@@H](CN(C)S(=O)(=O)c2ccccc2)OCCCC[C@H](C)Oc2ccc(NS(=O)(=O)c3ccccc3)cc2C1=O	-1.3
13	C[C@H]1CN([C@@H](C)CO)C(=O)Cc2cc(NS(=O)(=O)c3cn(C)cn3)ccc2O[C@@H]1CN(C)C(=O)Nc1ccc2c(c1)OCO2	-0.4
14	Cc1noc(C)c1NC(=O)Nc1ccc2c(c1)C(=O)N([C@H](C)CO)C[C@@H](C)[C@H](CN(C)C(=O)NC1CCCCC1)O2	-4.6
15	CCC(=O)N1[C@H](CNC(C)=O)[C@H](c2ccc(-c3ccc(F)cc3)cc2)[C@@H]1CO	7.4
16	C[C@@H]1CN([C@H](C)CO)C(=O)c2cc(NC(=O)CCCN(C)C)ccc2O[C@@H]1CN(C)S(=O)(=O)c1ccc(Cl)cc1	5.2
17	O=C(C[C@@H]1CC[C@@H](NC(=O)c2ccccc2)[C@H](CO)O1)Nc1ccc(-c2ccccc2)cc1	-4.7
18	O=C(C[C@@H]1C[C@@H]2c3cc(NC(=O)Nc4ccccc4)ccc3O[C@@H]2[C@H](CO)O1)NCCN1CCCCC1	-1.3
19	CC(C)NC(=O)N(C)C[C@@H]1Oc2ccc(N(C)C)cc2C(=O)N([C@@H](C)CO)C[C@H]1C	-3.1
20	O=C(N[C@H]1CC[C@H](CCNC(=O)C2CCCC2)O[C@@H]1CO)c1ccncc1	-1.3
21	CNC[C@@H]1Oc2ccc(NS(C)(=O)=O)cc2C(=O)N([C@@H](C)CO)C[C@H]1C	-1.6
22	COc1ccc(NC(=O)Nc2ccc3c(c2)C(=O)N([C@H](C)CO)C[C@H](C)[C@H](CN(C)C(=O)Nc2cccc4ccccc24)O3)cc1	-0.4
23	O=C(NCCc1ccccc1)[C@H]1[C@H](CO)[C@H]2Cn3c(cccc3=O)[C@H]2N1Cc1cccnc1	-0.3
24	C[C@@H](NC(=O)C[C@@H]1CC[C@@H]2[C@H](COC[C@H](O)CN2C(=O)Nc2cc(Cl)cc(Cl)c2)O1)c1ccccc1	-0.3
25	Cc1ccc(S(=O)(=O)N(C)C[C@@H]2Oc3ccc(NS(=O)(=O)c4ccc(F)cc4)cc3CC(=O)N([C@@H](C)CO)C[C@H]2C)cc1	2.2
26	CCC(=O)N[C@H]1CC[C@H](CC(=O)NCc2ccccc2OC)O[C@@H]1CO	-0.4
27	O=C(C[C@@H]1CC[C@H]2[C@@H](COC[C@@H](O)CN2Cc2cccc(Cl)c2)O1)N1CCOCC1	0.2
28	O=C(C[C@@H]1C=C[C@H](NC(=O)c2ccncc2)[C@@H](CO)O1)Nc1ccc(-c2ccccc2)cc1	4.4
29	O=C(C[C@@H]1C=C[C@@H](NC(=O)c2ccc3c(c2)OCO3)[C@@H](CO)O1)NC1Cc2ccccc2C1	3.4
30	CNC[C@H]1OCCCC[C@@H](C)Oc2ccc(NC(=O)Nc3ccc(OC)cc3)cc2C(=O)N([C@@H](C)CO)C[C@@H]1C	-1.2
31	CCC(=O)Nc1ccc2c(c1)OC[C@@H](C)N(C(=O)NC(C)C)C[C@H](C)[C@H](OC)CN(C)C2=O	-1.8
32	C[C@@H]1CN([C@H](C)CO)S(=O)(=O)c2ccc(-c3ccc(C(=O)N(C)C)cc3)cc2O[C@H]1CN(C)C(=O)Nc1ccccc1F	1.7
33	CN1C(=O)c2cc(NS(=O)(=O)c3cccc(F)c3)ccc2OC[C@@H]2O[C@H](CC(=O)N3CCc4ccccc4C3)CC[C@@H]21	0.3
34	COc1ccc([Si](C)(C)[C@@H]2[C@@H](CC(=O)N(CCO)Cc3ccccc3)O[C@]3(C(=O)N(C)c4ccccc43)[C@H]2C)cc1	0.8
35	Cc1noc(C)c1NC(=O)N(C)C[C@@H]1Oc2ncc(C#CC3CC3)cc2C(=O)N([C@H](C)CO)C[C@H]1C	-0.4
36	CCCC(O)C#Cc1cnc2c(c1)C(=O)N([C@H](C)CO)C[C@H](C)[C@H](CN(C)Cc1cccc(C)c1)O2 (some centres not stated)	3.6
37	O=C(N[C@H]1CC[C@H](CCNC(=O)c2ccccc2F)O[C@H]1CO)c1ccc2c(c1)OCO2	-7.6
38	CCCC#Cc1ccc2c(c1)O[C@@H](CN(C)S(=O)(=O)c1cccc(OC)c1)[C@@H](C)CN([C@@H](C)CO)S2(=O)=O	3.0
39	CN1CCN(C(=O)C[C@@H]2C=C[C@H](NS(=O)(=O)c3cccc(F)c3)[C@H](CO)O2)CC1	-0.7
40	CN(C)C(=O)[C@@H]1[C@@H](CO)[C@@H]2Cn3c(ccc(-c4ccccc4)c3=O)[C@H]1N2Cc1ccccn1	-0.1

Three entries out of the list, arranged by formula weight, descending.
nr	SMILES	Mtb BioA inh
33	CN1C(=O)c2cc(NS(=O)(=O)c3cccc(F)c3)ccc2OC[C@@H]2O[C@H](CC(=O)N3CCc4ccccc4C3)CC[C@@H]21	0.3
36	CCCC(O)C#Cc1cnc2c(c1)C(=O)N([C@H](C)CO)C[C@H](C)[C@H](CN(C)Cc1cccc(C)c1)O2 (some centres not stated)	3.6
37	O=C(N[C@H]1CC[C@H](CCNC(=O)c2ccccc2F)O[C@H]1CO)c1ccc2c(c1)OCO2	-7.6

(next part)
nr	SMILES	Mtb BioA inh
41	O=C(C[C@H]1CC[C@H]2[C@@H](COC[C@H](O)CN2Cc2nccs2)O1)NCc1ccccc1F	0.4
42	Cc1noc(C)c1NC(=O)N[C@H]1CC[C@H](CCNC(=O)C2CCC2)O[C@H]1CO	-2.5
43	C[C@@H]1CN([C@H](C)CO)C(=O)c2c(c3ccccc3n2C)-c2ccccc2CO[C@@H]1CN(C)S(=O)(=O)c1cccc(F)c1	-2.0
44	C[C@@H]1CN([C@H](C)CO)C(=O)CCCn2cc(nn2)CO[C@@H]1CN(C)Cc1ccc(O)cc1	-0.8
45	C[C@@H]1CCCCO[C@@H](CN(C)C(=O)NC2CCCCC2)[C@@H](C)CN([C@H](C)CO)C(=O)c2cc(NC(=O)Nc3ccc(F)cc3)ccc2O1	-3.2
46	COc1ccc(NC(=O)N(C)C[C@@H]2Oc3ccc(NS(=O)(=O)c4ccc(Cl)cc4)cc3CC(=O)N([C@H](C)CO)C[C@@H]2C)cc1	4.1
47	O=C(C[C@H]1C=C[C@H](NC(=O)c2cccnc2)[C@@H](CO)O1)NCc1ccc(Cl)c(Cl)c1	3.9
48	COc1ccc(S(=O)(=O)Nc2ccc3c(c2)CC(=O)N([C@H](C)CO)C[C@H](C)[C@H](CN(C)C(=O)Nc2c(C)noc2C)O3)cc1	-2.5
49	N#C[C@@H]1[C@H](c2ccc(C3=CCCCC3)cc2)[C@H](CO)N1C(=O)c1cccc(F)c1	-0.6
50	COc1ccc(S(=O)(=O)Nc2ccc3c(c2)CC(=O)N([C@@H](C)CO)C[C@@H](C)[C@H](CN(C)Cc2ccc(C(F)(F)F)cc2)O3)cc1	-1.8
51	COc1ccc(NC(=O)Nc2ccc3c(c2)C(=O)N([C@@H](C)CO)C[C@@H](C)[C@H](CN(C)S(=O)(=O)c2c(C)noc2C)OCCCC[C@H](C)O3)cc1	-0.9
52	O=C(N[C@H]1CC[C@H](CCn2cc(C3(O)CCCC3)nn2)O[C@H]1CO)C1CC1	-0.1
53	CO[C@@H]1CN(C)C(=O)c2cc(NS(C)(=O)=O)ccc2OC[C@@H](C)N(Cc2ccccc2)C[C@@H]1C	0.2
54	C[C@@H]1CN([C@@H](C)CO)C(=O)c2cc(NC(=O)C3CC3)ccc2O[C@H]1CN(C)C(=O)Nc1ccc2c(c1)OCO2	0.1
55	C[C@@H](O)C#Cc1ccc2c(c1)O[C@H](CN(C)C(=O)C1CCCCC1)[C@@H](C)CN([C@@H](C)CO)S2(=O)=O	2.4
56	C[C@H](CO)N1C[C@H](C)[C@H](CN(C)Cc2ccc3c(c2)OCO3)Oc2c(NC(=O)Nc3ccc(F)cc3)cccc2C1=O	0.5
57	C[C@H](CO)N1C[C@H](C)[C@@H](CN(C)C(=O)c2ccncc2)Oc2cc(C3=CCCC3)ccc2S1(=O)=O	-0.3
58	COc1cccc(-c2ccc3c(c2)O[C@@H](CN(C)C(=O)C2CC2)[C@@H](C)CN([C@H](C)CO)S3(=O)=O)c1	0.9
59	C[C@H]1CN([C@@H](C)CO)C(=O)c2cc(NS(=O)(=O)c3cccs3)ccc2O[C@@H]1CN(C)C(=O)Nc1ccc(C(F)(F)F)cc1	-0.9
60	CCC(=O)N1CC[C@H]2[C@@H]1c1cc(-c3ccccc3)ccc1N(C)[C@H]2CO	13.4

Grouped by structure, the entries above with a CF3 group.
nr	SMILES	Mtb BioA inh
50	COc1ccc(S(=O)(=O)Nc2ccc3c(c2)CC(=O)N([C@@H](C)CO)C[C@@H](C)[C@H](CN(C)Cc2ccc(C(F)(F)F)cc2)O3)cc1	-1.8
59	C[C@H]1CN([C@@H](C)CO)C(=O)c2cc(NS(=O)(=O)c3cccs3)ccc2O[C@@H]1CN(C)C(=O)Nc1ccc(C(F)(F)F)cc1	-0.9

Other entries.
nr	SMILES	Mtb BioA inh
61	COc1ccc(-c2cn(CC[C@H]3CC[C@@H](NC(=O)c4cnccn4)[C@@H](CO)O3)nn2)cc1	9.4
62	CNC[C@H]1Oc2ccc(NC(=O)Nc3cccc4ccccc34)cc2CC(=O)N([C@@H](C)CO)C[C@H]1C	-1.5
63	O=C(CN1CCOCC1)N1CCCCN2[C@H](CO)[C@@H](c3ccc(C#Cc4ccccc4F)cc3)[C@@H]2C1	0.8
64	C/C=C/c1ccc2c(c1)O[C@H](CN(C)S(C)(=O)=O)[C@@H](C)CN([C@H](C)CO)S2(=O)=O	1.3
65	C[C@@H]1CCCCO[C@H](CN(C)Cc2ccncc2)[C@H](C)CN([C@@H](C)CO)C(=O)c2cc(NC(=O)Nc3cccc4ccccc34)ccc2O1	-1.0
66	COCC#Cc1ccc([C@H]2[C@@H](CO)N3CCCCN(S(=O)(=O)c4ccccc4F)C[C@@H]23)cc1	-4.0
67	CO[C@H]1CN(C)C(=O)c2cc(NC(=O)c3ccccc3)ccc2OC[C@@H](C)N(C)C[C@@H]1C	4.2
68	COc1cccc(S(=O)(=O)N(C)C[C@@H]2OCc3ccccc3-c3ccccc3C(=O)N([C@H](C)CO)C[C@@H]2C)c1	3.2
69	Cc1noc(C)c1NC(=O)Nc1cccc2c1O[C@@H](CN(C)C(=O)Nc1ccc3c(c1)OCO3)[C@@H](C)CN([C@@H](C)CO)C2=O	2.8
70	C[C@@H]1CN([C@@H](C)CO)C(=O)c2cccc(NS(=O)(=O)c3ccc(F)cc3)c2O[C@H]1CN(C)S(=O)(=O)c1ccc(Cl)cc1	2.9
71	CC(C)NC(=O)N(C)C[C@@H]1Oc2ncc(-c3cccc(C(F)(F)F)c3)cc2C(=O)N([C@H](C)CO)C[C@@H]1C	-1.3
72	Cc1noc(C)c1NC(=O)N(C)C[C@H]1Oc2ccc(NS(C)(=O)=O)cc2C(=O)N([C@H](C)CO)C[C@H]1C	-2.2
73	Cc1ccc(S(=O)(=O)Nc2ccc3c(c2)CC(=O)N([C@H](C)CO)C[C@H](C)[C@@H](CN(C)S(=O)(=O)c2ccccc2)O3)cc1	-1.0
74	O=C(C[C@H]1CC[C@@H](NC(=O)C2CCOCC2)[C@H](CO)O1)NCC1CCCCC1	-1.6
75	C[C@H]1CCCCO[C@H](CN(C)C(=O)CCCN(C)C)[C@@H](C)CN([C@@H](C)CO)C(=O)c2cc(NC(=O)Cc3ccccc3)ccc2O1	0.9
76	CCN1[C@H](C(=O)N(C)C)[C@@H](CO)[C@@H]2Cn3c(ccc(/C=C/c4ccccc4)c3=O)[C@@H]21	0.9
77	O=C(C[C@@H]1C=C[C@H](NC(=O)NC2CCCCC2)[C@@H](CO)O1)NCc1ccccc1	0.5
78	C[C@@H]1CN([C@@H](C)CO)C(=O)c2cc(C#CC3CCCC3)cnc2O[C@@H]1CN(C)C(=O)c1ccncc1	-0.5
79	C[C@H](CO)N1C[C@H](C)[C@H](CN(C)C(=O)NC2CCCCC2)Oc2ncc(C#CC(C)(C)O)cc2C1=O	-0.1
80	O=C(Cc1ccccn1)NCC[C@H]1CC[C@@H](NC(=O)c2ccccc2F)[C@H](CO)O1	4.0
81	CCCNC(=O)C[C@@H]1CC[C@H]2[C@H](COc3ccc(NC(=O)c4ccc5c(c4)OCO5)cc3C(=O)N2C)O1	1.2

Screens: PubChem, Broad Institute

A portion of the library, so the mix of outcomes need not match the whole.
